LDHA inh – LDHA (human) enzyme inhibition; P00338; AID 1347041; purified LDHA, NADH/diaphorase-resazurin fluorescence; hits give low values; activity change, % (values are at about 110 or 230 µM); 480,000 tested, 0.15% active; in the data active means activity change below about -30%; inconclusive means mostly about -25% to -30%;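 further: plate controls were DMSO wells for no effect and wells without enzyme for full effect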
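Resorufin fluorescence (ex540/em590), read at 0 and 20 min after diaphorase/resazurin addition, reports the NADH left after a 5 min room-temperature reaction of 2 nM human LDH5 with 0.06 mM NADH and 0.2 mM pyruvate.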
12-LOX inh – blocks human arachidonate 12S-lipoxygenase. P18054. purified 12hLO, xylenol orange hydroperoxide absorbance. Potency, µM (highest dose often 108 µM), for inactives: at the highest dose activity change, negative = inhibition, actives largely listed as inhibitors. 580,000 tested, 1.1% active. AID 1671190; active means well fitted inhibition curve with a large enough effect; inconclusive means small, poorly fitted or top-dose-only effect, or another doubt; inactive means no such curve, though single readings can be large or run the other way; further: potency means the concentration at half of the fitted maximal effect
Target sequence (P18054 whole entry, looked up): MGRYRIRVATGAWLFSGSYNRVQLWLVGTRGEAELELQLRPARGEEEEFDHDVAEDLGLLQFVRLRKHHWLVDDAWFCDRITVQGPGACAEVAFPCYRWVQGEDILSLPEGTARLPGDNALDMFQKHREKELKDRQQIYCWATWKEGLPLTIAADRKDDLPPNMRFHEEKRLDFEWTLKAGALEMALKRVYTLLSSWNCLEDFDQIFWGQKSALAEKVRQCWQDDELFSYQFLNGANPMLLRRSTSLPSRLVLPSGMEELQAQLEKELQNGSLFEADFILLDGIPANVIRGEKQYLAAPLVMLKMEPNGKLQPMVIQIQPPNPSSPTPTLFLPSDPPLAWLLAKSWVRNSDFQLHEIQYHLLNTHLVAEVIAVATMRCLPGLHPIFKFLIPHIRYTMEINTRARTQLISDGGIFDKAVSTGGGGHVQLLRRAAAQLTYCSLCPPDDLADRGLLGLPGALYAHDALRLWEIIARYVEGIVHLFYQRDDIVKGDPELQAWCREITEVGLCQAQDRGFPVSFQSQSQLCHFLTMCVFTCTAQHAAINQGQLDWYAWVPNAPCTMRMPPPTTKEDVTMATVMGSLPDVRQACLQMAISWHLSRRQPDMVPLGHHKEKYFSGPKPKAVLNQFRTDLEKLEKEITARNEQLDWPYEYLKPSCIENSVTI
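Hydroperoxide product was detected by ferrous iron/xylenol orange as the 573 to 405 nm absorbance ratio. Arachidonic acid at 40 uM (final) was turned over for 30 min at room temperature by 150 nM human 12hLO, pH 7.0 Hepes buffer, after 15 min compound preincubation.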
* = called active by the depositor; u = inconclusive; [ ] = another dose, or the depositor's remark. Unless noted, on the % scale 0 is the no-effect control and ±100 the full control effect. Only part of the results is shown; rates above refer to the full screens.

The first 7 compounds as a preview:
The line under a structure holds: LDHA inh, 12-LOX inh
[1] COc1cc(/C=C/c2ccc3cccc(OC(C)=O)c3n2)cc(OC)c1OC(C)=O
  15, u
[2] O=C(Nc1cc(Cl)cc(Cl)c1)c1ccc2ccccc2n1
  -19, -15%
[3] N#C/C(=C/c1ccco1)c1nc2ccccc2[nH]1
  4, 40µM*
[4] CC1CCN(C(=O)C2CCCN(C(=O)c3ccc4cc[nH]c4c3)C2)CC1 (stereo unspecified)
  3, 42%[activator]
[5] Cc1cccc2[nH]cc(C3=CCN(C(=O)CCc4ccccc4)CC3)c12
  12, u
[6] COCCn1c(SC(C)C(=O)OC)nc2c1c(=O)[nH]c(=O)n2C (stereo unspecified)
  -4, u
[7] Cc1ccc(OCc2nc3ccccc3n2C(C)C(=O)Nc2c(C)cccc2C)cc1 (stereo unspecified)
  1, 0%

All compounds of this part, previewed entries included:
The line under a structure holds: LDHA inh, 12-LOX inh
[1] COc1cc(/C=C/c2ccc3cccc(OC(C)=O)c3n2)cc(OC)c1OC(C)=O
  15, u
[2] O=C(Nc1cc(Cl)cc(Cl)c1)c1ccc2ccccc2n1
  -19, -15%
[3] N#C/C(=C/c1ccco1)c1nc2ccccc2[nH]1
  4, 40µM*
[4] CC1CCN(C(=O)C2CCCN(C(=O)c3ccc4cc[nH]c4c3)C2)CC1 (stereo unspecified)
  3, 42%[activator]
[5] Cc1cccc2[nH]cc(C3=CCN(C(=O)CCc4ccccc4)CC3)c12
  12, u
[6] COCCn1c(SC(C)C(=O)OC)nc2c1c(=O)[nH]c(=O)n2C (stereo unspecified)
  -4, u
[7] Cc1ccc(OCc2nc3ccccc3n2C(C)C(=O)Nc2c(C)cccc2C)cc1 (stereo unspecified)
  1, 0%
[8] Cc1ccc(OCc2nc(C#N)c(NCc3ccncc3)o2)c(C)c1
  8, -18%
[9] COc1ccc2ccc(OCC(=O)NC3CCCC3)cc2c1
  -1, -21%
[10] O=C(COc1ncnc2ccccc12)Nc1ccc2ccccc2c1
  1, -17%
[11] COC(=O)C1C(=O)CC(C)(O)C(C(=O)OC)C1c1ccc(F)cc1 (stereo unspecified)
  -10, -23%
[12] c1ccc(N2CCN(c3cccc(-c4cc5ccccc5s4)n3)CC2)nc1
  -8, -27%
[13] CCCCCCc1cc2cc(/C(C)=N/O)c(=O)oc2cc1O
  11, u
[14] COC(=O)c1ccc(NC(=O)C2=C(c3ccccc3)S(=O)(=O)CCO2)cc1
  11, -2%
[15] CCC(NC(=O)CCc1ncc(-c2ccccc2F)o1)c1ccc(OC)cc1 (stereo unspecified)
  -4, -4%
[16] Cc1ccc(NCC(=O)Nc2cc(Cl)ccc2-n2cncn2)c(Cl)c1
  3, -21%
[17] CCc1cccc(CC)c1NC(=O)CSc1nc(CN(C)C)nc2ccccc12
  10, 1%
[18] CCc1cccc(NC(=O)C23CC4CC(CC(C4)C2)C3)c1
  -1, 59%[activator]
[19] N#Cc1ccccc1COC(=O)c1ccc2ccccc2c1
  10, -1%
[20] CC(Sc1nnc(C2CC2)n1-c1ccccc1)c1nnc(-c2ccc(F)cc2)o1 (stereo unspecified)
  -5, 6%
[21] CC(C)N(C(=O)COC(=O)c1c[nH]c2ccccc12)C(C)C
  -1, -1%
[22] O=C(NC1CCSc2c(F)cccc21)c1cc2c(s1)CCCC2 (stereo unspecified)
  -2, 7%
[23] O=C1CSc2ccc(C(=O)NC3CCCCC3)cc2N1
  4, u
[24] O=C(Nc1cccc(S(=O)(=O)N2CCCC2)c1)c1ccccc1Oc1ccccc1
  -1, u
[25] O=C(NCc1ccc(F)cc1)c1cccc(S(=O)(=O)Nc2ccc3c(c2)OCO3)c1
  21, u
[26] CC(C)c1ccc(NC(=O)C2(C)Cc3c(-c4ccc5c(c4)OCO5)ccnc3O2)cc1 (stereo unspecified)
  -4, -11%
[27] C=CCOc1ccc2c(C)c(CCC(C)C)c(=O)oc2c1
  4, u
[28] COc1ccc(C(=O)c2sc(Nc3cccc(C)c3)nc2N)cc1OC
  3, -21%
[29] CC(C)(C)OC(=O)N1CCCC1C(=O)NCc1ccccc1Cl (stereo unspecified)
  0, 10%
[30] CC1(C(=O)NS(=O)(=O)Cc2cccc(Cl)c2)CCN1C(=O)C1(c2ccc(Cl)cc2)CCC1 (stereo unspecified)
  1, -3%

Going on with the list.
The line under a structure holds: LDHA inh, 12-LOX inh
[31] CS(=O)(=O)N(CC(=O)Nc1ccc(S(=O)(=O)N2CCCCCC2)cc1)c1ccc(F)cc1
  -3, -15%
[32] CC(C)Oc1cc(F)ccc1-c1cc(C(=O)NC2CCCCC2)[nH]n1
  -4, -17%
[33] CCCCCCn1cc(CN2CC(N3CCN(C)CC3)CS2(=O)=O)nn1 (stereo unspecified)
  0, -60%
[34] COc1ccc(NC(=O)CN(C)C(=O)COc2ccc3oc4c(c3c2)CCCC4)cc1
  9, -18%
[35] Cc1ccccc1/C=C/C(=O)c1cccc([N+](=O)[O-])c1
  3, -40%
[36] CCCCCCCCCNC(=O)CC#N
  -10, 11%
[37] C/C(=N/NC(N)=S)C1CC2CCC1C2 (stereo unspecified)
  1, u
[38] CN(C)CCCN1C(=O)CSC1c1ccc(Cl)c(Cl)c1 (stereo unspecified)
  -3, 0%
[39] Cn1c(=O)[nH]c(=O)c2c1nc(N1CCN(c3ccccc3)CC1)n2Cc1ccccc1F
  -2, 26%
[40] COC(=O)C1CCN(Cc2cc(=O)oc3ccc(Cl)cc23)CC1
  -15, 16µM*
[41] Cc1noc(CSc2ccccc2C(=O)N2CC=C(c3ccccc3)CC2)n1
  3, u
[42] S=C1Nc2cccc3cccc(c23)N1
  8, 30%[activator]
[43] COc1ccc(C(C)NC(=O)C2CCN(CCCc3ccccc3)CC2)cc1OC (stereo unspecified)
  -3, 4%
[44] O=C(NCCN1CCOCC1)c1nn2c(C(F)(F)F)cc(-c3cccs3)nc2c1Cl
  -7, 19%
[45] Cc1nnc(SCc2c(C(=O)NCC(C)C)oc3ccccc23)s1
  -5, -9%
[46] COc1ccc(COCC(O)Cn2nc(-c3ccccc3)c3ccccc3c2=O)cc1 (stereo unspecified)
  2, 10%
[47] Cc1cccc(C(=O)Nc2ccc(-c3nc4ccccc4o3)c(O)c2)c1
  -23, u
[48] CC1(C(=O)NS(=O)(=O)C2CC2)CCN(C(=O)COc2ccc(Cl)cc2Cl)C1 (stereo unspecified)
  -4, u
[49] COc1ccc(CNC(=O)c2cc3ccccc3oc2=O)cc1OC
  -1, -4%
[50] Cc1cc(NC(=O)OC(C)(C)C)c(-n2nnnc2C(C(=O)c2ccc3c(c2)OCO3)N2CCN(c3ccccn3)CC2)cc1C (stereo unspecified)
  9, -5%
[51] Cc1ccc(-c2c(C)nn3c(N4CCN(C)CC4)cc(C)nc23)cc1
  0, -10%
[52] Clc1ccc2nc(-c3cccc(Br)c3)c(Cc3ccccc3)n2c1
  -1, -19%
[53] COc1ccc(C2CC(=O)Nc3ccsc32)cc1OCC(N)=O (stereo unspecified)
  0, 3%
[54] CCCNc1c(NC(=O)Nc2ccc(C)c(C)c2)c(=O)oc2ccccc12
  2, u
[55] O=C(NC1CCN(Cc2ccccc2)C1)c1nn(-c2ccccc2)c(=O)c2ccccc12 (stereo unspecified)
  12, -1%
[56] COc1ccc(-c2cc3c4nnc(SCC(=O)Nc5cc(F)ccc5F)n4ccn3n2)cc1
  -12, 3%
[57] Cc1ccc(C(=O)COC(=O)C2CC(=O)N(c3nc(-c4cccc(Cl)c4)c(C)s3)C2)cc1 (stereo unspecified)
  1, 9%
[58] Cc1ccc2nc(C3CCCCC3)c(Cc3cccc(F)c3)n2c1
  -6, -23%
[59] CC1(C(=O)NCC2CCOCC2)Cc2c(-c3cccc(C(N)=O)c3)ccnc2O1 (stereo unspecified)
  -7, 0%
[60] CCc1noc(C)c1C(=O)Nc1ccc(OC(F)F)cc1
  -2, 1%

The list goes on.
The line under a structure holds: LDHA inh, 12-LOX inh
[61] OC(c1ccc(F)c(F)c1)c1nc(-c2cccs2)cs1 (stereo unspecified)
  -2, u
[62] O=C(c1cc(Cl)cc(Cl)c1)N1CCN(C(=O)c2cc(Cl)ccc2F)CC1
  -1, -14%
[63] CCOc1cc(/C=C2/NC(=O)NC2=O)cc(I)c1OCC
  -3, u
[64] CCOCCn1c(-n2nc(C)cc2C)nc2c1c(=O)n(C)c(=O)n2C
  -7, 7%
[65] Cc1ccc(C(=O)CCC(=O)OC(C)C(=O)C23CC4CC(CC(C4)C2)C3)s1 (stereo unspecified)
  2, -4%
[66] CCc1ccc(-c2csc(NC(=O)c3nn(CC)c(=O)c4ccccc34)n2)cc1
  -1, 17%
[67] CC1CCc2c(C(=O)NC(C)c3ccccc3)csc2C1 (stereo unspecified)
  14, 2%
[68] Cn1cc(C(=O)NC2CCCCC2)c(-c2ccc3c(c2)OCCCO3)n1
  18, -22%
[69] O=C(CSc1nc2ccccc2o1)Nc1ccc(Oc2ccccc2)cc1
  13, 1%
[70] COC(=O)C1=CN(c2ccc(Oc3ccccc3)cc2)C(N)=C(C#N)C1c1cccc(OC)c1OC (stereo unspecified)
  2, -1%
[71] N#Cc1ccc(/C=C/C(=O)N2CCC(c3nc4ccccc4o3)CC2)cc1
  1, 25%
[72] COc1ccc(NC(=O)c2cc(-c3cc(Cl)ccc3OC)n[nH]2)c(OC)c1
  4, 4%
[73] COc1ccc2c(c1)c(C(C(=O)O)N1CCN(c3ccc(F)cc3)CC1)cn2CCC(=O)O (stereo unspecified)
  1, u
[74] CCNC(=O)C1CCCN(C(=O)c2cc(F)ccc2C)CC1 (stereo unspecified)
  -2, -3%
[75] Cc1oc(-c2ccccc2)nc1CC(=O)Nc1ncccc1O
  0, -7%
[76] CCc1ccc(-c2csc(Nc3ccc(O)c(C(=O)O)c3)n2)cc1
  -1, u
[77] C=CCOc1cccc(NC(=O)C2CCCCC2)c1
  0, -5%
[78] CCCCN(C=O)c1c(CC)nc2c(OCc3cc(Cl)cc(Cl)c3)cccn12
  1, -20%
[79] Cc1ccc(-c2cc(C(=O)Nc3ccc(S(=O)(=O)N4CCCCC4C)cc3)no2)cc1F (stereo unspecified)
  11, 0%
[80] C/C(=C/C(=O)NS(=O)(=O)N(C)C)c1ccc(F)cc1
  6, 11%
[81] CC1(C)CC(=O)C2=C(C1)OC(N)=C(C#N)C2c1ccc(-c2cc(Cl)ccc2Cl)o1 (stereo unspecified)
  0, 11%
[82] COc1ccccc1-c1noc2c1C(=O)N(Cc1cn(-c3ccccc3OC)nn1)CC2
  1, 0%
[83] CCOC(=O)c1sc(N)c(C#N)c1COC(=O)C12CC3CC(CC(O)(C3)C1)C2
  8, u
[84] CC1(C)CC(=O)c2cc(C#N)c(SCc3ccccc3Cl)nc2C1
  3, -23%
[85] Cc1ccc2nc(CCCO)[nH]c2c1
  17, 2%
[86] COC(=O)c1cn(CC(=O)Nc2ccc(C)c(C)c2)c2ccccc12
  4, 27%
[87] CC(C)c1cc(Cn2c3ccccc3c(=O)n2C(C)Cn2cc(-c3ccc(C(C)(C)C)cc3)nn2)on1 (stereo unspecified)
  4, -6%
[88] O=C(NC1CCCC1)C(C1CC1)n1c(-c2ccccn2)nc2ccccc21 (stereo unspecified)
  -8, -9%
[89] Cc1cc(C)n(-c2nnc(SCC(=O)Nc3ccccc3OC(F)F)n2N)n1
  -20, 42%[activator]
[90] Cc1nn(CCc2nnc(Nc3ccn(Cc4ccccc4Cl)n3)s2)cc1Br
  -9, 11%

Values in list order from the list.
Nos. 81–90 in 12-LOX inh, in turn: 11%, 0%, u, -23%, 2%, 27%, -6%, -9%, 42%[activator], 11%

(next part)
The line under a structure holds: LDHA inh, 12-LOX inh
[91] CCCNc1c(NC(=O)C(C)C)c(=O)oc2ccccc12
  -6, 28%
[92] Cc1cc(C)c(NC(=O)CCn2cnc3c2c(=O)n(C)c(=O)n3C)c(C)c1
  6, 17%
[93] Cc1cc(Cl)ccc1C(O)c1ncc(-c2ccccc2C(F)(F)F)[nH]1 (stereo unspecified)
  -12, 5%
[94] Cc1cc(C=C(C#N)C#N)c(C)n1-c1ccncc1
  9, -41%
[95] Cc1ccc(NC2(c3nnnn3-c3cccc(C)c3)CCCCC2)cc1
  -12, 79%[activator]
[96] FC(F)Oc1ccccc1C=C(c1nc2ccccc2s1)c1nc2ccccc2s1
  -1, u
[97] c1ccc(Cn2ncc3c(N4CCN(c5ccccc5)CC4)ncnc32)cc1
  -5, 3%
[98] CC(C)(C)NC(=O)C1c2ccccc2OCC(=O)N1CCc1ccccc1 (stereo unspecified)
  -1, 6%
[99] Cc1ccc(C(=O)c2sc(Nc3cccc(F)c3)nc2N)c(C)c1
  8, u
[100] CO[C@H]1O[C@@H]2COC(c3ccccc3)O[C@H]2[C@@H]2OC(c3ccccc3)O[C@H]12 (stereo partly specified)
  -9, u
[101] CCOC(=O)C1CCCN(C(=O)c2ccc(F)c(Cl)c2)CC1 (stereo unspecified)
  2, -19%
[102] CN(C)Cc1ccc(CNC(=O)/C=C/c2ccsc2)cc1
  -1, -21%
[103] COc1cccc(CNC(N)=O)c1
  12, -1%
[104] Cc1ccc2oc(=O)cc(C)c2c1
  11, 5%
[105] CCc1ccc2c(COC(=O)c3[nH]c(C)c(C(C)=O)c3C)cc(=O)oc2c1
  15, -27%
[106] CCc1ccc2c(CN3C(=O)C(=O)N(C4CCCC4)C3=O)cc(=O)oc2c1
  5, -28%
